Rab9 promoter act = activates the Rab9 promoter; Huh7 Rab9 promoter-luciferase reporter, luminescence, 24 h; Potency, µM (highest dose often 9.22 µM), for the others: at the top dose activation, negative = inhibition, usual class: activators; actives 2.8% (n = 320,000); further: potency means the concentration at half of the fitted maximal effect; % of control where 0% means no effect; nearly all actives have a fitted effect of over 60% in size
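Steps: seed 1500 Huh7 Rab9-luc cells per well, rest 2 h at 37 °C; add compound in DMSO; incubate 24 h; add luciferase reagent, 10 min ambient; read luminescence.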
KCNH2 3.1 inh = inhibitors of human KCNH2 3.1 potassium channel isoform. activity change, % (tested at about 1.8 µM). U2OS KCNH2 3.1, thallium flux FluxOr; hits give low values. actives 0.95% (n = 340,000);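 active means maximum activity change below -70%; inconclusive means maximum activity change from -70% to -50%; inactive means maximum activity change above -50%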;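 further: thallium influx rate constant from kinetic fluorescence after stimulation buffer; on the % scale 0 is the no-effect control and ±100 the full control effect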
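Channel expression came from 3.1 mutant virus (1.77 x 10^8 /mL) applied to suspended U2OS cells for 4 h. Flux was tracked with FluxOr dye plus Red40 quencher, and kinetic rate constants normalized to controls.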
ELG1 genotoxic = inducers of genotoxicity in HEK293T ELG1-luciferase cells. HEK293T ELG1-luciferase reporter, luminescence, 16 h. Potency, µM (highest dose often 46 µM), for inactives: at the highest dose activity change, positive = activation, most hits filed as activators. actives 1.3% (n = 330,000). AID 504466; further: potency means the concentration at half of the fitted maximal effect; % of control where 0% means no effect; nearly all actives have a fitted effect of over 60% in size
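Genotoxic stress is detected as increased luminescence from luciferase-tagged ELG1 in HEK293T cells, measured with ONE-Glo after a 16 hr treatment at 37 °C.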
FBPA coupling cs = coupling enzyme interference in Giardia aldolase counter-screen; coupling enzyme system counterscreen, AmpLite Red fluorescence; activity change, negative = inhibition, % at 58.2 µM, hits read low; actives 0.67% (n = 290,000); in the data active means activity change below about -30%; further: on the % scale 0 is the no-effect control and ±100 the full control effect
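Fluorescence at 525 nm excitation and 598 nm emission measured inhibition of the coupled detection system without aldolase. Compounds (at 57.5 uM final) were preincubated 10 min at room temperature with coupling enzyme reagent before a 20 min substrate/AmpLite Red step.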
FLuc counter = inhibits or activates purified firefly luciferase, miR-21 counter-screen | actives 6.9% (n = 360,000) | Potency, µM (doses to about 57.5 µM), for inactives: at the top dose activity change, negative = inhibition, usual class: inhibitors | AID 588342 | purified FLuc, Km substrates, luminescence inhibition | P08659;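 further: potency means the concentration at half of the fitted maximal effect; plate controls were vehicle for no effect and reference inhibitor for full effect; nearly all actives have a fitted effect of over 55% in size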
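Biochemical qHTS of compounds, final roughly 60 µM downward over six points, against 10 nM purified firefly luciferase using Km concentrations of substrates (10 uM D-luciferin, 10 uM ATP) in Tris acetate pH 7.5 buffer; luminescence output.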
Tb PFK block = T. brucei PFK enzyme inhibition. T. brucei PFK, ADP-Glo luminescence. actives 0.17% (n = 330,000). Potency, µM (titrated, usually from 57.5 µM), inactives show at the top dose activity, negative = inhibition, actives largely listed as inhibitors. AID 485367. O15648;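 further: potency means the concentration at half of the fitted maximal effect; 0% = uninhibited 1x PFK enzyme wells and -100% = no-enzyme wells; nearly all actives have a fitted effect of over 60% in size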
Target sequence (O15648 whole entry, looked up): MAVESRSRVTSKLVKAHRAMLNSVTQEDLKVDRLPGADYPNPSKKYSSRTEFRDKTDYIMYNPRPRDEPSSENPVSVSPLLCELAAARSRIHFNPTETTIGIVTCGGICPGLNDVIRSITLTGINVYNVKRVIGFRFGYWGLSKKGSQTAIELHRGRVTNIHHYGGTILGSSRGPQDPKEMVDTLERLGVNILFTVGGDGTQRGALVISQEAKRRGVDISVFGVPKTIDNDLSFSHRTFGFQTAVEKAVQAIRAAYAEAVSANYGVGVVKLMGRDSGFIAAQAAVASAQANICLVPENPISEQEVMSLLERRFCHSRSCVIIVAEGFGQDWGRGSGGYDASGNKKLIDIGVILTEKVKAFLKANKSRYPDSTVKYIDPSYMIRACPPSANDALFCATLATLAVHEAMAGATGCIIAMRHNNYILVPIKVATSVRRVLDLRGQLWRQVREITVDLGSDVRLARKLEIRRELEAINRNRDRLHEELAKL
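PFK 1.25 nM, F6P 0.5 mM, ATP 0.1 mM, 0.1 M TEA pH 8.0, 5 mM MgCl2, 0.01% Tween20, 0.1% BSA; 45 min RT. ADP-Glo readout. qHTS titration up to 57 uM; curves fitted, compounds curve-classed.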
uPA surface inh = blocks generation of uPA at the cell surface; Potency, µM (highest dose often 38.3 µM), for inactives: at the highest dose activity change, negative = inhibition, most hits filed as inhibitors; actives 0.31% (n = 330,000); AID 540303; cell surface uPA generation assay, qHTS; active means well fitted inhibition curve with a large enough effect; inconclusive means small, poorly fitted or top-dose-only effect; inactive means no such curve, though single readings can be large or run the other way; tested in mouse RAW 264.7 cells; further: potency means the concentration at half of the fitted maximal effect; on the % scale 0 is the no-effect control and ±100 the full control effect; nearly all actives have a fitted effect of over 55% in size
NPC1 prom act = NPC1 promoter activation | Huh7 NPC1 promoter luciferase reporter, 24 h | Potency, µM (series often up to 9.22 µM), without a hit: at the top dose activation, usual class: activators | actives 2.4% (n = 320,000);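 further: potency means the concentration at half of the fitted maximal effect; % of control where 0% means no effect; nearly all actives have a fitted effect of over 60% in size; reporter is driven by a mutant NPC1 promoter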
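Luminescence read-out of NPC1 promoter-driven luciferase in stably transfected Huh7 cells; compounds delivered in DMSO and left 24 h at 37C, 5% CO2, qHTS titration format.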
Giardia killer = kills Giardia lamblia | Giardia lamblia trophozoite viability | activity change, % at 7.66 µM, hits read low | actives 0.15% (n = 340,000) | AID 540267; in the data active means activity change below about -80%; inconclusive means between about -30% and that limit;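 further: parasites exposed to compound for two days anaerobically before the ATP read; on the % scale 0 is the no-effect control and ±100 the full control effect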
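Each well holds 100 Giardia trophozoites and compound. After two days (48 hrs) at 37 deg C in anaerobic conditions, ATP is quantified by luminescence.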
Gal4-VP16 FLuc = Gal4-VP16 reporter inhibition counter-screen; AID 2546; Drosophila S2 Gal4-VP16 UAS-luciferase, luminescence, 20 h; actives 3.5% (n = 310,000); Potency, µM (doses to about 53.6 µM), for inactives: top-dose activity, negative = inhibition, hits mostly inhibitors;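 further: Gal4-VP16 expression switched on by copper sulfate through the metallothionein promoter; potency means the concentration at half of the fitted maximal effect; on the % scale 0 is the no-effect control and ±100 the full control effect; nearly all actives have a fitted effect of over 50% in size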
RORg inh = blocks mouse ROR gamma transcriptional activity; P51450; Drosophila S2 Gal4-RORgamma UAS-luciferase reporter, 20 h; Potency, µM (highest dose often 53.6 µM), for the others: top-dose activity change, negative = inhibition, most hits filed as inhibitors; actives 5.4% (n = 310,000); AID 2551; further: potency means the concentration at half of the fitted maximal effect; on the % scale 0 is the no-effect control and ±100 the full control effect; nearly all actives have a fitted effect of over 60% in size
Target sequence (P51450 whole entry, looked up, the tested form may be a part): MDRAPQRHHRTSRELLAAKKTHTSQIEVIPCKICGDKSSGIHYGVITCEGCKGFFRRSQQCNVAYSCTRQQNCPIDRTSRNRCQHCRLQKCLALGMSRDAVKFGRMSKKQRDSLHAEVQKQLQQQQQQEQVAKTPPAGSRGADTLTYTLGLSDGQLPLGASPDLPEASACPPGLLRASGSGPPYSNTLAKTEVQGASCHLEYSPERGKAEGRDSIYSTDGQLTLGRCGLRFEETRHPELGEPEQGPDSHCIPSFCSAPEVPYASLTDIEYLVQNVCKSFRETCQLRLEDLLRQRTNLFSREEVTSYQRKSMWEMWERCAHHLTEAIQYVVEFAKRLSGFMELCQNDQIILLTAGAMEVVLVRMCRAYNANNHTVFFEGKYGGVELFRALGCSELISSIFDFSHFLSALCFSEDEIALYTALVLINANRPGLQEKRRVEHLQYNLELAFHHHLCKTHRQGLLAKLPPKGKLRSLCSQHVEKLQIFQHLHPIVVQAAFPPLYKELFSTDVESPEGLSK
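A Gal4/UAS one-hybrid system in insect cells: metallothionein-promoter Gal4–ROR gamma fusion plus Photinus luciferase reporter. Copper sulfate 700 uM final, 20 hr ambient incubation, luminescent detection after 10 min with reagent.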
Starred values were filed as active, the others as inactive; ? = inconclusive; · = not tested or not shown; & = joins results of further samples; [ ] = dose if it differs, or a comment. Unless noted, the call rests on the fitted dose curve; in most records, active means well fitted curve in the direction sought with a large enough effect; inconclusive means small, poorly fitted or top-dose-only effect, or another doubt; inactive means no such curve, though single readings can be large; an effect the other way counts as inactive or inconclusive.

SMILES | Rab9 promoter act | KCNH2 3.1 inh | ELG1 genotoxic | FBPA coupling cs | FLuc counter | Tb PFK block | uPA surface inh | NPC1 prom act | Giardia killer | Gal4-VP16 FLuc | RORg inh
N#C/C(=C\c1cn(Cc2ccccc2F)c2ccccc12)C(=O)NCc1ccco1 | -5% | · | 11% | 1 | 3% | 0% | 0% | 1% | -2 | -19% | -38%
CNC(=S)NNC(=O)c1ccccc1F | -7% | -7 | 1% | 2 | 3% | -2% | -1% | -3% | -6 | -6% | ?
CCOC(=O)Cc1c(C)nc2c(-c3ccc(Cl)cc3)c(C)nn2c1C | -10% | -5 | -8% | -1 | -2% | ? | 2% | -2% | 23 | -8% | ?
O=C(COc1ncnc2sccc12)Nc1cccc(S(=O)(=O)N2CCOCC2)c1 | -2% | 13 | 1% | · | 4% | 0% | 5% | 0% | 16 | · | ·
C1CCc2c(nc3nnnn3c2N2CCOCC2)C1 | 3% | 12 | 2% | 5 | 5% | 4% | -1% | 0% | 15 | -2% | -19%
NNC(=O)c1cccc(S(=O)(=O)Nc2cccc(C(F)(F)F)c2)c1 | 2% | 12 | 4% | 3 | -2% | -10% | -16% | -2% | -14 | -7% | -9%
COc1ccc(C(=O)Nc2ccc(N3CCC(C)CC3)cc2)cc1Br | 0% | ? | 15% | 1 | -1% | 1% | 1% | -4% | -17 | -5% | 5%
COc1ccc(CC(=O)Nc2nc(C(C)(C)C)cs2)cc1 | -9% | -2 | 11% | 0 | -7% | 2% | -1% | -1% | -24 | ? | 35%
COc1ccc(O)c(C(=O)c2cc(C#N)c(=O)n(CCN3CCOCC3)c2)c1 | 3% | -10 | 2% | 3 | -8% | 2% | -3% | 0% | 0 | 5% | 27%
CCn1cc(C(=O)N[C@H](C(=O)NC(C)(C)CO)C(C)C)c(=O)c2cc3c(cc21)OCO3 | 6% | -8 | -9% | 0 | 1% | -1% | 7% | -1% | -3 | 8% | 5%
CC(=O)C1=C(NC(=O)c2ccc(F)cc2)CC2C1C2(C)C (stereo not given) | 13% | 6 | -4% | -5 | 21µM* | 10% | 5% | 1% | -6 | -10% | ?
CCOc1ccc(S(=O)(=O)N(C)CC(=O)NC2CCCC2)cc1 | 0% | 8 | 0% | -2 | 5% | -3% | 12% | -3% | -1 | -13% | ?
O=C(CNS(=O)(=O)c1ccccc1)NCC(=O)OCc1ccc(C(=O)c2ccccc2)cc1 | -7% | · | 0% | 3 | -4% | -2% | -1% | -1% | 3 | 11% | -6%
COc1ccc(-n2nnnc2SC(C)C(=O)NCC(=O)Nc2ccc(F)c(F)c2F)cc1 (stereo not given) | -4% | 10 | -6% | 4 | 6% | -2% | 5% | 0% | -18 | -6% | 111%
CCc1cc(C=NC2CCCCC2)c(O)s1 | 3.5µM* | 11 | 13% | -10 | ? | 11% | -3% | ? | 26 | -16% | ?
CCN1CCN(Cc2cc(=O)oc3cc4c(cc23)CCC4)CC1 | 0% | -11 | 3% | 2 | -1% | 1% | 5% | -5% | -2 | -2% | -19%
Nc1c(C(=O)CSc2nccn2-c2cccc(F)c2)c(=O)[nH]c(=O)n1C1CC1 | -1% | 12 | -1% | · | 4% | -5% | 15% | -1% | -5 | · | ·
C=CCNC(=O)NC(=O)CSc1nc2cc([N+](=O)[O-])ccc2n1-c1cccc(C(F)(F)F)c1 | -1% | · | 8% | 3 | 1% | 2% | 4% | -4% | 26 | -13% | 2%
COc1ccc(NC(=O)c2oc3cc(C)c(C)cc3c2C)c(OC)c1 | 1% | 2 | 6% | -3 | -5% | 14% | 9% | -6% | -1 | -4% | -7%
COc1ccc(C2=NN(c3ccccc3)C(c3cn(CCC(=O)O)nc3-c3ccccc3)C2)cc1 (stereo not given) | 16% | -4 | 4% | 6 | 4.3µM* | -8% | -1% | 7% | -2 | -1% | 11%
O=[N+]([O-])c1ccccc1O[C@@H]1O[C@H](CO)[C@H](O)[C@H](O)[C@H]1O | -1% | 1 | -1% | -1 | 0% | 1% | 4% | -1% | -7 | -10% | 7%
COc1ccc(C(=O)N2CCCCCC2)cc1OC1CCN(C(C)=O)CC1 | 4% | -1 | 0% | 2 | 4% | 3% | -3% | 0% | 2 | 13% | -11%
CCC(=O)Nc1cccc(NC(=O)CSc2nc3c(c(=O)n(C)c(=O)n3C)n2C)c1 | 14% | 10 | -3% | -1 | 1% | -6% | 0% | 6% | 4 | 1% | 1%
Cc1ccccc1SCC(=O)NC1CCOC1=O (stereo not given) | 1% | 18 | 0% | 1 | 1% | -3% | 6% | -2% | 10 | 10% | -24%
CC(NC(=O)CCCc1ccccc1)c1ccncc1 (stereo not given) | -2% | 9 | -6% | -2 | 5% | 1% | -4% | -3% | -6 | 11% | -7%[1.91 µM]
Cc1ccc(N(CC(=O)NCCSCc2ccco2)S(=O)(=O)c2ccc(C)cc2)cc1 | 3% | -23 | 1% | 3 | 0% | -2% | -3% | 2% | 6 | 5% | 30%
O=[N+]([O-])c1ccc(C(=Nc2cccc3ccccc23)N2CCOCC2)cc1 | 4% | -7 | -2% | -2 | 6% | 0% | 2% | -2% | -19 | 16% | 16%
O=C(COC(=O)c1ccccc1O)NCc1ccc2c(c1)OCO2 | · | 2 | 1% | · | · | 0% | -1% | · | -5 | · | ·
Cc1cccc(C(C)(C)C)c1OCCn1ccnc1 | -5% | -1 | -16% | -1 | 0% | -3% | 3% | 0% | -15 | -2% | ?
Cc1cc(C)c(C(N)=O)c(NCCc2ccccc2)n1 | 2% | 0 | 2% | 4 | 7% | -1% | · | -4% | -9 | -4% | -3%
COc1ccccc1N(C)S(=O)(=O)c1ccc(Cl)c(C(=O)Nc2ccncc2)c1 | -7% | -17 | -4% | · | -2% | 1% | -6% | -2% | 10 | · | ·
Cc1nc2scc(C)n2c(=O)c1S(=O)(=O)NCC1CCN(Cc2ccc(Cl)cc2)CC1 | -3% | 0 | -2%[9.26 µM] | 4 | 7% | 3% | -8% | -2% | 26 | -1% | -29%
Oc1c(-c2cc(-c3ccco3)[nH]n2)ccc2ccccc12 | 3.2µM* | 5 | ? | 1 | ? | 27% | 1% | 3.2µM* | -12 | 14µM* | 6.3µM*
COc1cccc(CC(NC(C)=O)C(=O)NC2CCN(S(=O)(=O)c3ccc(NC(C)=O)cc3)CC2)c1OC (stereo not given) | -4% | -12 | -8% | 0 | 0% | 0% | -1% | -3% | 27 | 3% | 1%
COc1ccc(/C=C\c2nc(O)c([N+](=O)[O-])c(=O)[nH]2)cc1O | -3% | 6 | 2% | 1 | -20% | 11% | -11% | 0% | 33[activator] | 1% | 2%
Cc1c(C(=O)/C=C/N(C)C)nnn1-c1ccc(Cl)c(Cl)c1 | 17% | -10 | 4% | 1 | ? | 0% | 12% | 16% | 5 | 19% | 65%
CCOC(=O)c1cc(CC)sc1/N=C/c1c(O)ccc2ccccc12 | -12% | 1 | -1% | -34* | -17% | -4% | -14% | 1% | -18 | -3% | -7%
Cn1nnc(NC(=S)NC(=O)c2ccco2)n1 | 1% | 8 | -5% | -43* | -7% | -1% | -1% | 9% | -3 | 10µM* | ?
Cc1nc2ccc3nc(NC(=O)C4COc5ccccc5O4)sc3c2s1 (stereo not given) | -4% | 7 | 1%&-3% | 1 | -1% | 0% | -2% | -1% | -8&-11 | ? | -1%
O=C(CSc1nnc(C2CC2)n1CC1CCCO1)Nc1ccccc1Cl (stereo not given) | 2% | 8 | 1% | 2 | 0% | 1% | 2% | 1% | -14 | -5% | -16%
C=CCOc1c2ccc(C(=O)N(CC)c3ccc(OC)cc3)cc2nn1C | 4% | 17 | 3% | 1 | -2% | -8% | -1% | -2% | 38[activator] | -9% | 27%
COc1cccc(C(=O)N(Cc2cccs2)C2CCS(=O)(=O)C2)c1 (stereo not given) | -6% | -8 | -2% | 3 | 2% | 1% | -2% | -4% | 15 | -4% | 17%
NCCCCCc1nnc(SCc2ccc(Cl)cc2Cl)o1 | 6% | -21 | 0% | -1 | 1% | 1% | 1% | -7% | -12 | 5.6µM* | 8.9µM*
COc1ccccc1OCc1ccc(C(=O)N2CCN3CCCC3C2)cc1 (stereo not given) | 0% | -2 | -1% | -1 | -2% | 2% | 1% | 2% | 3 | -6% | 17%
CCCCNS(=O)(=O)c1ccc(NC(=O)Cc2ccc(OC)cc2)cc1 | -17% | -16 | 0% | 0 | 4% | -5% | 1% | -11% | -16 | -8% | 38%
COC(=O)c1sc(S(=O)(=O)N2CCN(c3ccccc3F)CC2)c(C(=O)OC)c1C | · | -18 | -2% | · | · | -6% | -4% | · | -8 | · | ·
CNC(=S)N(Cc1cc2cc(OC)c(OC)cc2[nH]c1=O)C1CCCC1 | -4% | -5 | 3% | -1 | -1% | -1% | 0% | 0% | -9 | 6% | 9%

Assay outcomes (PubChem BioAssay)

Random draw from the library; 14% or so of the library scored in one or more.
